Screens from PubChem BioAssay.
HttQ103 aggreg: inhibitors of mutant huntingtin aggregate formation in PC12 cells; Potency, µM (series often up to 46.1 µM), inactives show at the top dose activity change, negative = inhibition, hits mostly inhibitors; actives 1.1% (n = 220,000); AID 1688; PC12 HttQ103-GFP aggregates, Acumen cytometry, 40 h; further: potency means the concentration at half of the fitted maximal effect; on the % scale 0 is the no-effect control and ±100 the full control effect; nearly all actives have a fitted effect of over 60% in size
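Steps: seed 1500 PC12 HTTQ103-GFP cells/well; add tebufenozide, 100 nM final; add compound titration; add ATPLite reagent; quantify GFP aggregates by laser scanning cytometry.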
Luc counter: Kinase-Glo luciferase inhibition (counter-screen); Q27757; Kinase-Glo luciferase, ATP luminescence, 8 min; Potency, µM (titrated, usually from 38.3 µM), inactives show at the highest dose activity change, negative = inhibition, actives largely listed as inhibitors; actives 0.28% (n = 200,000); AID 1379; further: potency means the concentration at half of the fitted maximal effect; on the % scale 0 is the no-effect control and ±100 the full control effect; nearly all actives have a fitted effect of over 60% in size
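Light output from Kinase-Glo luciferase with luciferin and 10 uM ATP in 50 mM imidazole pH 7.2, KCl, MgCl2, Tween 20, BSA; compound pin-delivered, 8-min ambient incubation, then luminescence read.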
SMN2 splice up: enhancers of SMN2 splice variant expression; actives 2.8% (n = 210,000); Potency, µM (doses to about 46.1 µM), inactives show at the highest dose activity change, positive = activation, actives largely listed as activators; AID 1458; HEK293 SMN2-luciferase splicing reporter, luminescence, 30-36 h; further: potency means the concentration at half of the fitted maximal effect; % of control where 0% means no effect; nearly all actives have a fitted effect of over 55% in size
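HEK293 cells carry an SMN2 minigene-luciferase reporter in which exon 7 inclusion puts luciferase in frame. Cells were seeded at 2000 cells/well, attached for 10-12 hours, then exposed to compounds for 30-36 hours at 37C before ONE-Glo luminescence.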
HTT ATP protect: Huntington cell model cytoprotection by ATP luminescence; PC12 HTT-Q103 induced, cytoprotection, ATP luminescence, 40 h; Potency, µM (top dose mostly 56.4 µM), for the others: cytoprotection (ATP increase), usual class: activators; actives 0.14% (n = 230,000);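 further: potency means the concentration at half of the fitted maximal effect; % of control where 0% means no effect; nearly all actives have a fitted effect of over 45% in size; toxic huntingtin expression switched on by the ecdysone agonist tebufenozide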
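ATP quantification (ATPlite) reports survival of PC12 cells in which tebufenozide, 100 nM final, switches on Htt exon 1 with 103 glutamines linked to GFP; compounds are titrated.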
CBFb RUNX1 block: inhibitors of human CBF-beta and RUNX1 interaction | AlphaScreen CBFb-His/RUNX1-biotin binding, biochemical | AID 1477 | 230,000 tested, under 10 active | Potency, µM (titrated, usually from 59.8 µM), inactives show top-dose activity, negative = inhibition, most hits filed as inhibitors; further: % of control where 0% means no effect
Target sequence (Q01196 whole entry, looked up): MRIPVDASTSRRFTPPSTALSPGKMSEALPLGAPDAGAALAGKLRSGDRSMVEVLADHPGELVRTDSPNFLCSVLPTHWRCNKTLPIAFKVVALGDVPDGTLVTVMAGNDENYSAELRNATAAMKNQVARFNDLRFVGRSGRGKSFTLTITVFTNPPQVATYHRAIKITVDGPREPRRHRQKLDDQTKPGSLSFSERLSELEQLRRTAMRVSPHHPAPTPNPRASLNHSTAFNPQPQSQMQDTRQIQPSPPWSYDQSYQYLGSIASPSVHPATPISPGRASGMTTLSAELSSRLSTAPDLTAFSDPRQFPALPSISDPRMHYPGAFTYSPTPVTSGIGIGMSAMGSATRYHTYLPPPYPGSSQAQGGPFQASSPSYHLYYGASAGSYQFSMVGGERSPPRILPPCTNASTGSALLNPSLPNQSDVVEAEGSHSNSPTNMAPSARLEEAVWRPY
Target sequence (Q13951 whole entry, looked up): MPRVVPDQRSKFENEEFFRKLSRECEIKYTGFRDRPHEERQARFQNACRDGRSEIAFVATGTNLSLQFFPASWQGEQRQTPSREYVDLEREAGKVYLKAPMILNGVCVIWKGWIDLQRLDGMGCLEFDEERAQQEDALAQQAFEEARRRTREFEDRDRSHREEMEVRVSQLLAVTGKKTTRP
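Compounds were screened at multiple concentrations against a preformed CBF-beta(His)/RUNX1(biotin) complex (30 nM of each) for 15 min at room temperature, followed by 90 min with nickel and streptavidin beads and AlphaScreen reading.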
LMNA splice mod: changes lamin A minigene splicing in HeLa cells. HeLa LMNA splicing GFP/RFP minigene ratio, 48 h. Potency, µM (titrated, usually from 46.1 µM), without a hit: at the highest dose ratio change, negative = inhibition, most hits filed as inhibitors. actives 0.01% (n = 200,000). AID 1487; active means well fitted inhibition curve with a large enough effect in the signal ratio, with a control signal flat, not every such curve was filed as active; inconclusive means small, poorly fitted or top-dose-only effect, or effect the other way, or a change in a side signal; the % refers to the signal ratio; further: potency means the concentration at half of the fitted maximal effect; on the % scale 0 is the no-effect control and ±100 the full control effect
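S3 HeLa stable clones carrying a lamin A-EGFP splicing minigene plus DsRed2 were seeded at 600 cells/well in Opti-MEM with 2% FBS, pin-dosed and incubated 48 h at 37°C. Acumen cytometry (488 nm) gave the GFP/RFP total-intensity ratio.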
IMPase Li inh: membrane-permeable IMPase blocker, potentiated with lithium. CHO-M1 cells, IP1 TR-FRET (IP-One), carbachol + lithium. Potency, µM (highest dose often 59.4 µM), without a hit: at the highest dose activity, negative = IMPase inhibition, hits mostly inhibitors. actives 0.35% (n = 210,000). AID 1457;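 further: IP1 builds up when IMPase is blocked and the TR-FRET signal falls; potency means the concentration at half of the fitted maximal effect; plate controls were basal vehicle for no effect and high inhibitor control for full effect; nearly all actives have a fitted effect of over 50% in size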
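Test compounds were applied to CHO-M1 cells previously cultured for 16–30 h at 2000 per well. A small lithium amount accompanied them; after 30 min at 37C, IP1 was quantified by TR-FRET.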
Numbers without * were called inactive; ? = inconclusive; . = not tested or not shown; [ ] = another dose, or the depositor's remark. Unless noted, the call rests on the fitted dose curve; in most records, active means well fitted curve in the direction sought with a large enough effect; inconclusive means small, poorly fitted or top-dose-only effect, or another doubt; inactive means no such curve, though single readings can be large; an effect the other way counts as inactive or inconclusive.

canonical_smiles	Luc counter	CBFb RUNX1 block	HTT ATP protect	IMPase Li inh	HttQ103 aggreg	SMN2 splice up	LMNA splice mod
COC(=O)c1nn(-c2ccc(OC)cc2)c(=O)c2c(N)sc(C)c12	-1%	-17%	.	-5%	-13%	9%	2%
CC1=CC(C)(C)Nc2ccc(OC(=O)C(C)N3C(=O)c4ccccc4C3=O)cc21 (centres undefined)	1%	?	-13%[10 µM]	33%[activator][38.3 µM]	2%[9.22 µM]	-39%[inhibitor]	?
Cc1cc(C(=O)N/N=C/c2cc(N=Nc3ccccc3)ccc2O)n[nH]1	-4%	-3%	16%[10 µM]	1%	?	-60%[inhibitor]	?
COc1cc(NC(=O)c2cccs2)c(OC)cc1NC(=O)CCC(=O)Nc1cccc2ncccc12	1%	-5%	11%[10 µM]	16%	15%[9.22 µM]	.	-6%[46 µM]
CCN(CC)CC(=O)Nc1ccc(Oc2ccc(NC(=O)CN(CC)CC)cc2)cc1	1%	-1%	-19%	8%	2%[9.22 µM]	0%	.
O=C(CS(=O)CC(=O)Nc1cccc2c1CCCC2)Nc1ccc(F)cc1 (centres undefined)	-2%	4%	3%[1.9 µM]	10%[38.3 µM]	2%	-19%	2%
CC1CCc2c(nc3ncnn3c2N2CCN(c3ccccc3)CC2)C1 (centres undefined)	-2%	-2%	-16%	-7%[38.3 µM]	-17%	-24%	?
Cc1ccc(C(=O)NC(=S)Nc2ccc3c(c2)OCCO3)c(C)c1	0%	-16%	-27%	-7%[38.3 µM]	-24%	15%	1%
O=C(COC(=O)c1cc(-c2ccccc2)nc2ccccc12)NCC1CCCO1 (centres undefined)	6%	3%	?	-1%	3%	4%	-7%[46 µM]
C=CCn1c(SCC(=O)Nc2ncc(Cc3cc(C(F)(F)F)ccc3Cl)s2)nnc1-c1ccncc1	8%	5%	-11%	-10%[38.3 µM]	8%	-8%	1%
CN(C)S(=O)(=O)c1cccc(NC(=O)COC(=O)CCC(=O)c2ccc(F)cc2)c1	-2%	-24%	31%[10 µM]	-5%	22%	24%	-10%
COCC(=O)N1CCC2(CCCN(c3ccncc3)C2)CC1	4%	.	27%	9%	.	0%	.
CC(=O)Nc1ccc(S(=O)(=O)NCc2ccc3c(c2)cc(C)n3C)cc1	0%	-22%	-26%	0%[38.3 µM]	?	-26%	-12%
COc1ccccc1-c1nc(-c2ccccc2)[nH]c(=O)c1C#N	7%	-11%	30%	-11%	?	-3%	-3%[46 µM]
Cc1nc2cc(NC(=O)Nc3cccc4ccccc34)ccc2n1C	-23%	4%	.	-6%	.	4µM*	?
COCc1[nH]nc2c1C(c1ccnc3ccccc13)C(C#N)=C(N)O2 (centres undefined)	13%	-2%	11%	8%[38.3 µM]	16%	-3%	2%
COc1ccc(-c2nc(-c3ccccc3)[nH]c(=O)c2C#N)cc1	-3%	5%	-22%	1%[38.3 µM]	5%	-17%	-8%
CC(=O)NC1C(OCc2ccccc2)OC(COC(C)=O)C(OC(C)=O)C1OC(C)=O (centres undefined)	3%	2%	-3%[10 µM]	4%	2%	10%	-5%
O=C1N=C(N2CCOCC2)S/C1=C\c1ccc(OS(=O)(=O)c2ccccc2)cc1	1%	-5%	-30%[10 µM]	11%	0%[9.22 µM]	.	.
COc1ccc(C(=O)Nc2ccc(OCC(F)(F)C(F)F)c(C(F)(F)F)c2)cc1OC	-3%	8%	-75%[inhibitor]	11%[38.3 µM]	?	0%	-28%
Cc1cc(C(=O)N/N=C2\CCCC(C)C2)n[nH]1 (centres undefined)	-7%	8%	9%	24%[38.3 µM]	-7%	16%	-1%
COc1ccc(-c2coc3cc(O)ccc3c2=O)cc1OC	7%	-3%	-29%	-18%[38.3 µM]	12%	28%	3%
Cc1ccccc1OCCNC(=O)/C=C/c1ccccc1	-1%	21%	14%[10 µM]	10%	-2%	7%	6%
COc1cccc(C2=NN(C(=O)c3ccc(C)o3)C(O)(C(F)(F)F)C2)c1 (centres undefined)	2%	-2%	.	19%	.	-40%[inhibitor]	.
C=CC1CO1 (centres undefined)	.	2%[21.7 µM]	-8%	-5%	.	2%	.
COc1ccccc1C(=O)NCCNC(=O)c1ccco1	3%	-1%	3%[10 µM]	8%	10%	0%	7%
COc1ccccc1-c1nccc(N2CCN(C)CC2)n1	.	.	-44%[inhibitor]	15%	.	.	-2%
O=C(O)CSc1ccc2ccccc2n1	-1%	3%	-7%[10 µM]	7.1µM*	6%	-9%	-6%
CCc1cc(C(=O)Nc2cc(S(=O)(=O)N(C)C)ccc2C)sc1C	4%	6%	-36%[inhibitor]	9%	-11%	-29%	-22%[46 µM]
Nc1c(S(=O)(=O)c2ccccc2)c2nc3ccccc3nc2n1Cc1ccco1	-1%	4%	-48%[inhibitor]	-1%[38.3 µM]	-18%	-25%	?
COCCNc1nnc(SC(C)C(=O)Nc2ccc(-c3nc4ccc(C)cc4s3)cc2)s1 (centres undefined)	.	-7%	-25%[10 µM]	.	22%	.	12%
O=C(COc1cccnc1[N+](=O)[O-])NCc1ccco1	-2%	-4%	9%[10 µM]	0%	-3%	5%	?
CCC(=O)NNc1ncnc2c1cnn2C	1%	-3%	-19%	-7%	5%	-12%	.
Cn1cccc1C(=O)OCC(=O)N1CC(=O)Nc2ccccc21	2%	14%	2%[10 µM]	3%	-2%	-2%	-23%[46 µM]
COc1ccc(C)cc1NC(=O)C1CCN(S(=O)(=O)c2cccc3cccnc23)CC1	1%	-5%	-4%	12%	-15%	-15%	-23%
Cc1ccc(CS(=O)(=O)CCC(=O)NCc2ccccn2)cc1	-1%	4%	-10%	-11%[38.3 µM]	3%	-10%	-1%
C[C@H]1CC[C@H]2C(=O)N3[C@H](c4ccccc4Br)[C@@H](C)CC[C@H]3C(=O)N2[C@@H]1c1ccccc1Br	-2%	2%[2.36 µM]	.	23%	?	-49%[inhibitor]	?
FC(F)(F)c1cccc(N2CCN(c3nnnn3-c3ccccc3)CC2)c1	-3%	10%	-8%[10 µM]	16%[38.3 µM]	18%	-45%[inhibitor]	-15%
Cn1c(C(=O)NCCc2ccccc2)cc(=O)n(C)c1=O	-1%	5%	4%	-2%	9%	-21%	.
CCc1ccc(N2C(=O)CN(Cc3sccc3C)C2=S)cc1	0%	6%	-13%	8%	-9%	-44%[inhibitor]	10%[46 µM]
COc1ccc(N(C)S(=O)(=O)c2cccc(C(=O)Nc3cc(OC)ccc3OC)c2)cc1	-2%	-5%	-61%[inhibitor]	8%	-24%	-24%	-2%[46 µM]
Cc1ccc(S(=O)(=O)N2CCN(CC(=O)NC3CCCc4ccccc43)CC2)cc1C (centres undefined)	-1%	-12%	-16%	21%[38.3 µM]	-30%	-15%	-28%
COc1cc(CNC(C)(C)C)cc(Br)c1OCc1cccs1	1%	-2%	-5%[10 µM]	-1%	18%	-1%	-9%
COc1ccc(OC)c(CN2CCCC(CCC(=O)N(C)CCc3ccccn3)C2)c1 (centres undefined)	.	-5%	3%[10 µM]	10%	-19%[9.22 µM]	.	.
CCOC(=O)N1CCN(Cc2nc(-c3ccc(Cl)cc3)no2)CC1	-1%	2%	-26%	11%[38.3 µM]	?	-38%[inhibitor]	-6%
COc1cc2nc(C3CCC3)n(NC(=O)C3CCC(OC)CC3)c(=O)c2cc1OC (centres undefined)	0%	2%	-25%[10 µM]	-2%[38.3 µM]	5%	-5%	-3%
Cc1cc(Cl)c(S(=O)(=O)N2CCN(c3ccc(F)cc3)CC2)cc1OCC(=O)NC1CCCCC1	2%	-8%	-1%	11%[38.3 µM]	-32%[9.22 µM]	-78%[inhibitor]	?
COc1ccc(Cl)cc1N(CC(=O)Nc1ccc2c(c1)OCO2)S(C)(=O)=O	-1%	2%	-10%	14%[38.3 µM]	1%	-24%	-3%
O=C(O)CC1=C(O)C(=O)N(c2ccccc2)C1c1ccc(Br)cc1 (centres undefined)	-1%	5%	-11%	-6%[38.3 µM]	-3%	-2%	5%[0.0737 µM]
COc1ccc(CN2CCn3nc(C(=O)NC4CC4)cc3C2=O)cc1	3%	1%	5%	-8%	17%	11%	.
CCOc1cccc(N2C(=O)CC(NNC(=O)c3ccc(Br)o3)C2=O)c1 (centres undefined)	.	-3%	-7%[10 µM]	.	14%[9.22 µM]	.	12%[46 µM]
CCOc1ccc(N/C(SC)=C(/C#N)C(N)=O)cc1	0%	-3%	17%[0.074 µM]	-3%[38.3 µM]	-13%	-6%	9%[0.0737 µM]
COc1ccc(NC(=O)CC(c2ccccc2)c2ccco2)cc1 (centres undefined)	1%	3%	-15%[10 µM]	7%	?	6%	-1%[46 µM]
COC(=O)CSc1nc(Cc2ccccc2)nc2ccccc12	-1%	9%	20%[10 µM]	-25%	8%[9.22 µM]	.	-21%[46 µM]
O=c1c([N+](=O)[O-])c(N2CCOCC2)c2ccccc2n1-c1ccccc1	-6%	1%	-5%[10 µM]	8%	-1%[9.22 µM]	-7%	27%[46 µM]
CC(C)c1ccc2oc(=O)cc(CN3CCN(c4ccccc4)CC3)c2c1	-3%	6%	-15%	8%[38.3 µM]	-23%	-3%	?
CC[N+](CC)(CC)CC(=O)Nc1ccc(SC(F)F)cc1	-1%	12%	-13%	19%	11%	1%	?

Rewritten with values under each structure: part of the list above
Results follow in this order: Luc counter	CBFb RUNX1 block	HTT ATP protect	IMPase Li inh	HttQ103 aggreg	SMN2 splice up	LMNA splice mod
> CCOc1cccc(N2C(=O)CC(NNC(=O)c3ccc(Br)o3)C2=O)c1 (centres undefined)
→ .	-3%	-7%[10 µM]	.	14%[9.22 µM]	.	12%[46 µM]
> CCOc1ccc(N/C(SC)=C(/C#N)C(N)=O)cc1
→ 0%	-3%	17%[0.074 µM]	-3%[38.3 µM]	-13%	-6%	9%[0.0737 µM]
> COc1ccc(NC(=O)CC(c2ccccc2)c2ccco2)cc1 (centres undefined)
→ 1%	3%	-15%[10 µM]	7%	?	6%	-1%[46 µM]
> COC(=O)CSc1nc(Cc2ccccc2)nc2ccccc12
→ -1%	9%	20%[10 µM]	-25%	8%[9.22 µM]	.	-21%[46 µM]
